Screening results deposited in PubChem BioAssay by several laboratories.
TRPC4 inh = blocks the mouse TRPC4 cation channel; HEK293 TRPC4beta/mu-opioid, DAMGO-evoked Fluo4 calcium flux; stronger effect = lower value; B-score at 10 µM; 300,000 tested, 0.39% active; AID 2247;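 active = B-score over 3 SD under the library average, no early fluorescence shift, positive overall ratio signal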
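Assay system: TRPC4beta/mu-opioid receptor HEK293 cell line; compound dosing: single concentration per test compound; detection: Fluo4 Ca2+ flux fluorescence; evaluation: per-well B score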
KCNQ1 act = human KCNQ1 channel potentiation or activation. CHO-K1 KCNQ1, thallium flux FluxOR fluorescence; stronger effect = higher value. AID 2648. B-score at 10 µM. P51787. 310,000 tested, 0.35% active;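 active = fluorescence ratio B-score, a plate-corrected score, at least three library SD, with initial intensity B-score within 5 SD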
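System: CHO-K1 cells stably expressing KCNQ1 / Medium: assay buffer for compound exposure, DMSO matched across wells / Reagent: thallium- and potassium-containing depolarizing buffer / Compound: one concentration, matched DMSO / Incubation: 20 min compound pretreatment at room temperature / Measured by: kinetic FluxOR fluorescence, 10 s baseline plus 110 s post-stimulus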
PolyA inhibitor = inhibitors of polyadenylation in S. cerevisiae; S. cerevisiae SKY197-pL101 polyadenylation reporter, beta-gal luminescence; efflux-impaired pdr1/pdr3 knockout yeast; score 100 = 6 SD above DMSO; calls only at 12 µM; 300,000 tested, 0.02% active; AID 1875;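 active = lowest replicate activity score at least 50, where 100 means six control SD above control mean; inconclusive = lowest score under 50 but half or more replicates reach 50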;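 note: yeast exposed to compound for 9 h at 30 °C; higher score means more reporter readthrough which indicates perturbed polyadenylation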
TRPC4 PAM = allosteric potentiators of mouse TRPC4 channel | Q9QUQ5 | HEK293 TRPC4beta/mu-opioid, DAMGO EC20, Fluo-4 Ca2+ flux; stronger effect = higher value | B-score at 10 µM | 310,000 tested, 0.42% active | AID 2227;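 active = B-score of calcium response area above 5 SD of library B-scores, with initial fluorescence ratio within 5 SD of library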;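 note: B-score of integrated fluorescence ratio over time as area under calcium response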
Platelet DG rel = modulates dense granule release in human platelets | human platelet-rich plasma, SFLLRN dense granule ATP release, luminescence | inhibition, %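 (compounds screened at 7.5 µM in platelet-rich plasma)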 | 300,000 tested, 0.22% active | AID 1663;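 active = mean replicate score, as percent of positive control, at or above 50; inconclusive = mean below 50 but at least one replicate at or above 50; inactive = mean and every replicate below 50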
KCNK3 block = human KCNK3 channel inhibition, primary screen. O14649. 340,000 tested, 0.84% active. CHO-KCNK3 thallium flux, FluxOR fluorescence; stronger effect = lower value. B-score at 10 µM. AID 602410;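 active = B-score under library mean minus 4 SD, starting fluorescence ratio at most library mean plus 5 SD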;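 note: more negative B-score means stronger inhibition of thallium flux through KCNK3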
Dyrk1A ADPGlo = Dyrk1A (rat) kinase inhibition | Q63470 | inhibition, % at 12.5 µM | ADP-Glo luminescence, NFATc1 peptide | 310,000 tested, 0.43% active | AID 504441; in the data active = inhibition above about 50%;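 note: plate controls were vehicle with enzyme for no effect and no enzyme for full effect; many of its hits are not listed in these tables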
KCNQ1 block = human KCNQ1 channel inhibition; P51787; CHO-K1 KCNQ1, FluxOR thallium flux fluorescence; stronger effect = higher value; B-score at 10 µM; 310,000 tested, 1.3% active; AID 2642;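 active = compounds whose thallium flux B-score, printed positive for inhibition, exceeds three library SD while starting fluorescence stays within three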;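 note: channel opened by potassium depolarization with thallium stimulus after 20 min compound exposure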
hERG rescue = hERG (human) protection from proarrhythmic block; Q12809; CHO-hERG, FluxOR thallium flux, dofetilide IC70 present; activation (rescue from dofetilide block), less the hit threshold, % at 10 µM; 310,000 tested, 0.51% active;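 active = activation above the mean of controls blocked by dofetilide plus 5 SD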;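 note: thallium influx through hERG after potassium depolarization seen as dye fluorescence rise; in these data hits start at about 4.7%; inactives centre near -7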
Target sequence (Q12809 whole entry, looked up): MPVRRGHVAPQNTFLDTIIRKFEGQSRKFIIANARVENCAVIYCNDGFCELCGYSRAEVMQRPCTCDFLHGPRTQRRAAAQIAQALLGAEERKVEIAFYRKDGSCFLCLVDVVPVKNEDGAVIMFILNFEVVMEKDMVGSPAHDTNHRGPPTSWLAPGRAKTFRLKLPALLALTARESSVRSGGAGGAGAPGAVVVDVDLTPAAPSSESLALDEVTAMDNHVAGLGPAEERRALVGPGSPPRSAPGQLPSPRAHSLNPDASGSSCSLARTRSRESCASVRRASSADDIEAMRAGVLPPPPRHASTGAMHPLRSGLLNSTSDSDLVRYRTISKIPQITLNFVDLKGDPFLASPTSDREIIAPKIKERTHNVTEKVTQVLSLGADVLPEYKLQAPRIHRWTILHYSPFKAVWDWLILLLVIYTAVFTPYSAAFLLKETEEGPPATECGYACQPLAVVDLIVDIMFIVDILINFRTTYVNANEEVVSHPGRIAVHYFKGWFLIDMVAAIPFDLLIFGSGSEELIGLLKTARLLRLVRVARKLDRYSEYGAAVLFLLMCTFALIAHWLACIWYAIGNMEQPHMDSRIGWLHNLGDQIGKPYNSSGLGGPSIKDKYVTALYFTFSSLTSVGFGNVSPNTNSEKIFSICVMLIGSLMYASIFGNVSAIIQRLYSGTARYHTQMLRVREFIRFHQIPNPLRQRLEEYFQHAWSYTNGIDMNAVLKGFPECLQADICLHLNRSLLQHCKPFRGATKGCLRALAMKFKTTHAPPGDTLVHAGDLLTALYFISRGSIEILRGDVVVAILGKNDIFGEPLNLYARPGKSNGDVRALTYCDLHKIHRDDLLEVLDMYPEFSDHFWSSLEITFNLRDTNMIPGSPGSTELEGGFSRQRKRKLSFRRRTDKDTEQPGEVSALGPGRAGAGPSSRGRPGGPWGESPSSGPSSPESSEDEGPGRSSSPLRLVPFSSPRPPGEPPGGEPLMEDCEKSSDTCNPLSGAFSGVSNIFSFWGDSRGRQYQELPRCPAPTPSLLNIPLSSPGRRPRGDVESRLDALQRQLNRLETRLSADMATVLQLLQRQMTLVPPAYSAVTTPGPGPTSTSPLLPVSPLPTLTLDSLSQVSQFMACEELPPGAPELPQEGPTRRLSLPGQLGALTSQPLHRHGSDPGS
TRPC4 act = opens the mouse TRPC4 cation channel; Q9QUQ5; HEK293 TRPC4beta/mu-opioid, Fluo4 calcium fluorescence; stronger effect = higher value; B-score at 10 µM; 310,000 tested, 0.49% active; AID 2237;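 active = B-score above 5 SD of library B-scores, and initial fluorescence ratio not above library mean plus 5 SD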;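 note: positive B-score marks a calcium rise read as TRPC4 activation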
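Test system: HEK293 cells stably co-expressing mouse TRPC4beta and mu-opioid receptor | Schedule: Fluo4 dye loading 45 min at room temperature, 110 s recording | Measured by: Kinetic Fluo4 calcium fluorescence, 5 s baseline at 1 Hz | Evaluation: B score of integrated ratio | Controls: Buffer (low) and maximal DAMGO (high)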
KCNK9 block = inhibitors of human KCNK9 two-pore domain potassium channel. Q9NPC2. HEK293 KCNK9, FluxOR thallium flux fluorescence; stronger effect = lower value. B-score at 10 µM. 310,000 tested, 1.2% active. AID 488922;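 active = ratio B-score over 3 SD below the library mean, with starting fluorescence within 5 SD of its mean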;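 note: negative B-score means less thallium flux so channel inhibition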
Active calls of the source: *; i = inactive; ? = inconclusive; nt = not tested or not shown. These rows are one share of the data (hit frequency here may not be typical).

SMILES	TRPC4 inh	KCNQ1 act	PolyA inhibitor	TRPC4 PAM	Platelet DG rel	KCNK3 block	Dyrk1A ADPGlo	KCNQ1 block	hERG rescue	TRPC4 act	KCNK9 block
COc1ccc(-c2nc(N)ncc2Oc2ccccc2Br)c(O)c1	i	i	i	i	8	i	7	i	-5	i	i
Cc1ccc(Cl)cc1N1CCN(S(=O)(=O)c2ccc3c(c2)CC(=O)N3C)CC1	i	i	i	i	4	i	-5	i	-3	i	i
COc1cccc(N(C(=O)c2cnccn2)C(C(=O)NC2CCCCC2)c2ccc(Cl)cc2)c1 (stereo unspecified)	i	i	i	i	0	i	-3	i	-10	i	i
COc1ccc(S(=O)(=O)Nc2c(C)n(C)n(-c3ccccc3)c2=O)c(Cl)c1Cl	i	i	i	i	0	i	nt	i	-5	i	i
NC(=O)c1nsc(C(=O)N(c2ccccc2)C(C(=O)NC2CCCC2)c2cccs2)c1N (stereo unspecified)	i	i	nt	i	-3	i	3	i	-5	i	i
CCCCCN(C(=O)CCC(=O)OCC(=O)N1C(C)CCCC1C)c1c(N)n(CCCC)c(=O)[nH]c1=O (stereo unspecified)	i	i	i	i	?	i	2	i	-10	i	i
CC1(C)NC(=O)N(CC(=O)OCC(=O)Nc2cccc(F)c2)C1=O	i	i	i	i	nt	i	3	i	-6	i	i
COc1ccccc1NC(=S)N(CCc1ccc(OC)c(OC)c1)Cc1ccccn1	i	i	i	i	4	i	-1	i	4	i	i
CCCn1c(SCC(=O)Nc2ccc3c(c2)OCCO3)nnc1-c1ccco1	i	i	i	i	nt	i	nt	i	-2	i	i
O=[N+]([O-])c1cccc(NC(=S)NCCc2ccccc2)c1	i	i	i	i	0	i	16	8*	-15	i	i
COC(=O)CCC(=O)Nc1cccc(C(=O)Nc2cccc(Cl)c2)c1	i	i	i	i	2	i	2	i	-6	i	i
O=C(NCC1CCCO1)c1cccc(NC(=O)c2ccc(Br)cc2)c1 (stereo unspecified)	i	i	i	i	?	i	2	i	-11	i	i
COc1ccc(C2(CNC(=O)c3cccs3)CCOCC2)cc1	i	i	i	i	-8	i	-3	i	-8	i	i
O=C(c1ccc2c(c1)OCO2)N1CCC2(CC1)Oc1ccc(F)cc1C(=O)C21CC(c2cccnc2)=NO1 (stereo unspecified)	i	i	i	i	7	i	9	i	-8	i	i
Cc1c(N)c(C(C)(C)C)cc(C(C)(C)C)c1[N+](=O)[O-]	-6*	i	i	i	-9	i	-3	i	-5	i	i
C/[N+]([O-])=C/c1c(OCc2ccccc2)ccc2ccccc12	i	i	i	i	-4	i	1	i	-7	i	i
O=C(CN1CCN(c2ccccn2)CC1)NCc1cccs1	i	i	i	i	2	i	3	i	-6	i	i
NC(=O)C1(NC(=O)[C@@H]2CC3(CC(c4cccc(NC(=O)[C@@H]5CCC(=O)N5)c4)=NO3)CN2C(=O)Cc2ccc(Cl)cc2)CC1 (stereo partly specified)	i	i	i	i	1	i	-3	i	-9	i	i
Cc1cc(Cl)ccc1OCC(=O)NNC(=O)c1cccnc1	i	i	i	i	2	i	-1	i	-8	i	i
O=C1NC(C(=O)O)=CC(c2ccc([N+](=O)[O-])cc2)N1 (stereo unspecified)	i	i	i	i	-2	i	-2	i	-11	i	i
COc1cc(OC)c(C2Oc3nc(SC)nnc3-c3ccccc3N2C(C)=O)cc1OC (stereo unspecified)	i	i	i	i	0	i	-4	i	-13	i	i
CCn1nc(C(=O)N2CCc3ccccc3C2)c2ccccc2c1=O	i	i	i	i	0	i	9	i	-6	i	i
Cc1ccccc1N(CC(=O)NC1CCCCC1)C(=O)c1csnn1	i	i	i	i	2	i	-10	i	-6	i	i
O=C(Nc1ccc(Cl)cc1)NC1CCCCC1Cc1ccco1 (stereo unspecified)	i	i	i	i	6	i	0	8*	-9	i	i
CC1(C)CC(=O)C2=C(C1)NC1=C(C(=O)c3ccccc31)C2c1ccc(O)cc1 (stereo unspecified)	i	i	i	i	19	i	-7	i	-3	i	i
COc1ccccc1CCN1C(=S)NC(C)(C)CC1(C)O (stereo unspecified)	i	i	i	i	7	i	-4	i	-5	i	i
Cn1nc(C(=O)N2CCN(c3ccc(Cl)cc3)CC2)c2c1-c1ccccc1S(=O)(=O)C2	i	i	i	i	0	i	-4	i	-6	i	i
Cc1cccc(C(=O)NNC(=O)CN2C(=O)c3ccccc3C2=O)c1	i	i	i	i	3	i	1	i	-12	i	i
CCOC(=O)c1c(C)n(CC(O)c2ccccc2)c2ccc(O)cc12 (stereo unspecified)	i	i	i	i	-2	i	12	i	-11	i	i
CCn1ncc(C2=NOC(C(=O)N3CCC(C(N)=O)CC3)C2)c1C (stereo unspecified)	i	i	i	i	6	i	7	i	-8	i	i
CCOC(=O)Cc1cc(=O)[nH]c(Nc2nc3ccccc3o2)n1	i	i	i	i	-5	i	-5	i	1	i	i
CCC(C)(C)n1nnnc1CN1CCC(c2nc3ccc(C)cc3[nH]2)CC1	i	i	i	i	-3	i	2	i	-7	i	i
O=C(C1CCC(CNS(=O)(=O)c2cccc3nsnc23)CC1)N1CC=C(c2ccccc2)CC1 (stereo unspecified)	i	i	i	i	-1	i	6	i	-16	i	i
OCCCN1c2ccccc2Nc2nnc(-c3ccccc3)cc21	i	i	i	i	2	i	1	i	-19	i	i
Cc1ccsc1C1CC(=O)Nc2ccccc2S1 (stereo unspecified)	i	i	i	i	-5	i	8	i	-4	i	i
O=C(COc1cc(Cl)c(Cl)cc1Cl)Nc1ccncc1	i	i	i	i	4	i	-3	i	-1	i	i
COc1ccc(OC)c(/C(C)=N/Nc2ccc(C(=O)O)cc2)c1	i	i	i	i	0	i	0	i	-3	i	i
CC(C)c1nc(SCC(=O)Nc2cccc(C(F)(F)F)c2)c2c(=O)n(C)c(=O)n(C)c2n1	i	i	i	12*	0	i	-2	i	-7	i	i
COC(=O)[C@@H](Cc1c[nH]c2ccccc12)NC(=O)CCC(=O)c1ccc(F)cc1	i	i	i	i	17	i	-1	i	-5	i	i
O=C(NCCCNC(=O)c1cncc(O)c1)c1cncc(O)c1	i	i	i	i	-2	i	-5	i	-4	i	i
Cc1ccc(C(=O)OCC(=O)Nc2ccc3c(c2)OCO3)o1	i	i	nt	i	0	i	-8	i	-3	i	i
C/C(=N\NC(=O)CC#N)c1cc2ccccc2oc1=O	i	i	i	i	2	i	nt	i	-9	i	i
CC(C)c1ccccc1NC(=O)c1ccco1	i	i	i	i	0	i	-2	i	-8	i	i
Cc1cc(C)n(-c2ccc(C(=O)Nc3ccc(C)c(S(=O)(=O)N(C)C)c3)cc2)n1	i	i	i	i	7	i	4	i	-10	i	i
CCCn1c(/N=C/c2cc(OC)ccc2O)nc2ccccc21	i	i	i	i	12	i	29	i	1	i	i
COc1ccc(NC(=O)CN2CCN(C(=O)c3ccco3)CC2)c(OC)c1	i	i	i	i	1	i	1	i	-10	i	i
CN(C)c1ccc(C(=O)OCC(=O)NCCNC(=O)COC(=O)c2ccc(N(C)C)cc2)cc1	i	i	i	i	9	i	-2	i	-4	i	i
O=C(Nc1ccc(Cl)cc1)Nc1nnc(-c2ccncc2)s1	i	i	i	i	-2	i	-4	i	-11	i	i
CSc1ncc(Cl)c(C(=O)Nc2ccccc2Cl)n1	i	i	i	i	0	i	-5	i	-12	i	i
COc1ccc(OC)c(/C=N/N(C)c2ccccc2)c1	i	i	i	i	-1	i	11	i	-9	i	i
CN(C)/C=C(\C#N)C(=O)Nc1ccccc1	i	i	i	i	8	i	-3	i	-4	i	i
O=C(O)C=C(Br)Br	i	i	i	i	-1	i	-1	i	-1	i	i
COc1cc(C(=O)NCC(c2cccs2)N2CCOCC2)cc(OC)c1OC (stereo unspecified)	i	i	i	i	1	i	5	i	-2	i	i
CCOC(=O)N1CCN(C(=O)Cc2ccc(-n3c(=S)[nH]c4ccccc4c3=O)cc2)CC1	i	i	i	i	-1	i	1	i	-12	i	i
CCn1c2ccc(F)cc2c2nc3ccccc3nc21	i	i	i	i	-2	i	3	i	-13	i	i
Cc1cccc(NC(=O)C2CCN(C(=O)[C@@H]3Cc4ccccc4CN3)CC2)c1	i	i	i	i	-1	i	-4	i	-1	i	i
O=C(N/N=C/c1ccco1)Nc1ccccc1	i	i	i	i	0	i	1	i	-1	i	i
O=C(Cn1ccn(-c2ccc(F)c(F)c2)c(=O)c1=O)NCCc1ccccc1	i	i	i	i	-28	i	-2	i	-4	i	i
O=C(CNC(=O)c1ccccc1F)NC1=NCCS1	i	i	i	i	0	i	-3	i	-6	i	i
Cc1cc(C)c(S(=O)(=O)c2ccccc2C)c(OCCO)n1	i	i	i	i	-1	i	7	i	-4	i	i

The results go on.
SMILES	TRPC4 inh	KCNQ1 act	PolyA inhibitor	TRPC4 PAM	Platelet DG rel	KCNK3 block	Dyrk1A ADPGlo	KCNQ1 block	hERG rescue	TRPC4 act	KCNK9 block
Cc1onc(-c2c(Cl)cccc2Cl)c1C(=O)N1CCN(c2ccccc2F)CC1	i	i	i	i	8	i	0	i	-18	i	i
CSc1ccc(S(=O)(=O)Nc2c(C)cccc2C)cc1	i	i	i	i	2	i	nt	i	0	i	i
Cc1cccc(NC(=S)Nc2ccc(Cl)c(Cl)c2)c1	i	i	i	i	-3	i	-2	7*	-13	i	i
CC1CCCN(Cc2c(C(=O)N3CCc4ccccc4C3)nc3ccc(Cl)cn23)C1 (stereo unspecified)	i	i	i	i	10	i	1	i	-6	i	i
CCCCc1nnc(NC(=O)CN2C(=O)c3ccccc3C2=O)s1	nt	i	i	i	-2	i	-6	i	-5	i	i
Cc1cc(=O)[nH]c(Cc2ccc(OC(C)C)cc2)n1	i	i	i	i	-5	i	2	i	-7	i	i
Cc1cc(C)nc(N(C#N)CCOc2ccc(Cl)cc2)n1	i	i	i	i	-1	i	17	i	-6	i	i
